PKA-R2B act = PKA-R2B complex activation | activation, % at 11.4 µM | PKA-R2B holoenzyme dissociation, Cy5-IP20 fluorescence polarization; R2B truncated from residue 108, S112A mutant; 0% DMSO only, 100% 113 µM cGMP | AID 504700 | P22694+P31323 | actives 0.079% (n = 340,000);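 active = activation above a cutoff set at the mean over all compounds plus 3 SD, cut at about 18% in these data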;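 note: higher means more holoenzyme dissociation and a rise in polarization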
Target sequence (P31323 whole entry, looked up, other chains not shown, the tested form may be a part): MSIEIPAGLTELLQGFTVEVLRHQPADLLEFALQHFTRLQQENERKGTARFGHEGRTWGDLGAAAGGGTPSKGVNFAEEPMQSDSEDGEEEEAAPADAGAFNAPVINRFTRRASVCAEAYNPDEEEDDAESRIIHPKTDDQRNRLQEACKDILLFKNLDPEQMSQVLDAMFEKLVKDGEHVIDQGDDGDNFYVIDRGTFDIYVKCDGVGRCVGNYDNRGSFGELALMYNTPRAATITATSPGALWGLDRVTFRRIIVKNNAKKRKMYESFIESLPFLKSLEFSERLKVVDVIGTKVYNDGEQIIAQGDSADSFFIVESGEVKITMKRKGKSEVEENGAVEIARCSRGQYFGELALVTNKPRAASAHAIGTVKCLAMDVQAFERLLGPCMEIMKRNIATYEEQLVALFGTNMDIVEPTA
Arrestin-AP2 inh = human beta-arrestin and AP2 interaction inhibition. FITC-arrestin peptide / GST-AP2 beads, flow cytometry; AP2 beta2 appendage carries R879A mutation. inhibition, % at 10 µM. actives 0.31% (n = 340,000). AID 504490;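 active = inhibition above a set limit, near 3 SD of compounds lacking own fluorescence, cut at about 54% in these data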;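 note: plate controls were DMSO wells for no effect and 5 µM unlabelled arrestin peptide for full effect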
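System: GST-AP2 R879A glutathione beads. Medium: PBS with 0.05% Tween 20 and 0.1% BSA. Also added: FITC-arrestin peptide, 50 nM. Incubation: 12 min plus 1 h, RT. Measured by: high-throughput flow cytometry of beads, ex 488, em 535 nm. Evaluation: percent drop in bead-associated FITC signal.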
HTR5A ag ctr = counter-screen for OPRM1-OPRD1 agonists: human HTR5A agonism; P47898; HTR5A agonist assay, luminescence, cell-based; activation, % at 9.3 µM; actives 0.61% (n = 340,000); in the data active = activation mostly above about 9.5%, no sharp cut-off; inactive = mostly below about 7.6%;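 note: 0% = cells with vehicle only and 100% = reference agonist; strong numbers were not always called active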
Target sequence (P47898 whole entry, looked up): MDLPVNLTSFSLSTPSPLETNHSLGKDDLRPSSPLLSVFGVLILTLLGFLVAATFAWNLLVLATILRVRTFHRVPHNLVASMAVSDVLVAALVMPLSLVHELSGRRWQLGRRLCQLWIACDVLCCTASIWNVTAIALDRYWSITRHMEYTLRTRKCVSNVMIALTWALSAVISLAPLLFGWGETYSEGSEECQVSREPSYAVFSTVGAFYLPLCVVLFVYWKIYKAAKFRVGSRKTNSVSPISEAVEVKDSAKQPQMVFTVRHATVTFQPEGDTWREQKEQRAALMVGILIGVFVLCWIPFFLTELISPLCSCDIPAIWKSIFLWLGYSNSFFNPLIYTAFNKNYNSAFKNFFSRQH
HTR5A inv ag = counter-screen for OPRM1-OPRD1 inverse agonists: human HTR5A inverse agonism; actives 0.083% (n = 340,000); HTR5A cell line, luminescence; inhibition, % at 9.3 µM; in the data active = inhibition mostly above about 23%, no sharp cut-off; inactive = mostly below about 18%;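 note: 0% = cells with DMSO and 100% = no-cell wells with DMSO; some compounds called inactive have numbers as strong as hits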
PKA-R1A activ = activators of PKA-R1A complex; actives 0.083% (n = 340,000); AID 504707; activation, % at 11.4 µM; P00514+P68181; PKA-R1A dissociation, Cy5-IP20 fluorescence polarization; scaled: DMSO 0%, 113 µM cGMP 100%;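 active = percent activation above the mean of all tested compounds plus 3 SD, cut at about 19% in these data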;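 note: higher means more PKAc released from R1A so a rise in polarization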
OPRM1-OPRD1 inv = inverse agonists of human mu-delta opioid receptor heterodimerization | AID 504357 | P35372+P41143 | actives 0.21% (n = 340,000) | inhibition, % at 9.3 µM | cell-based MOR-DOR heterodimer luminescence, inverse agonism; in the data active = inhibition above about 22%, passing the limit was not always enough;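 note: 0% = cells with DMSO and 100% = wells without cells with DMSO; values of inactives mirror those of a sister screen read the other way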
DSG3 Ab inh = blocks pemphigus antibody binding to human desmoglein-3. actives 0.48% (n = 310,000). DSG3-coupled beads, scFv-anti-DSG3-GFP binding, flow cytometry; active compounds read low. AID 588358. P32926. binding (percent of control), % at 10 µM;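 active = binding more than 3 SD below its plate's average and above zero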;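 note: hits lower antibody fragment binding to DSG3; some compounds called inactive have numbers as strong as hits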
OPRM1-OPRD1 ag = agonists of human mu-delta opioid receptor heterodimerization. activation, % at 9.3 µM. cells, OPRM1-OPRD1 heterodimerization, luminescence. AID 504326. actives 0.3% (n = 340,000); in the data active = activation above about 18%;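 note: 0% = vehicle-treated cells and 100% = reference agonist; values of inactives mirror those of a sister screen read the other way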
DAGLB inhibitor = blocks human DAGLB lipase activity; actives 0.059% (n = 340,000); Q8NCG7; AID 504411; HEK293T DAGLB membrane lysate, EnzChek fluorogenic substrate; inhibition, % at 5.17 µM; in the data active = inhibition above about 34%;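 note: 0% = enzyme with vehicle and 100% = wells lacking enzyme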
V-ATPase pH = alters yeast V-ATPase proton transport; S. cerevisiae, pHLuorin cytosolic pH fluorescence; response, % at 10 µM; actives 0.37% (n = 350,000); AID 504577; in the data active = response mostly above about 7.3%, no sharp cut-off; inactive = mostly below about 5.4%; note: actives read high; inactives centre near 0; some compounds called inactive have numbers as strong as hits; reference of the scale not given here
* = called active by the depositor; . = not tested or not shown.

SMILES	PKA-R2B act	Arrestin-AP2 inh	HTR5A ag ctr	HTR5A inv ag	PKA-R1A activ	OPRM1-OPRD1 inv	DSG3 Ab inh	OPRM1-OPRD1 ag	DAGLB inhibitor	V-ATPase pH
O=C(CN1CCc2ccccc21)NC(=O)NC1CCCCC1	-7.0	32.1	0.1	-0.2	-6.3	3.4	107.7	-0.6	-0.4	-2.8
Cc1c(-c2ccc(Cl)cc2Cl)nc2ccccc2c1C(=O)NCCN1CCOCC1	1.6	-8.3	1.7	5.7	11.2	11.1	108.5	-2.1	-1.8	-1.3
C=CC[n+]1ccn(-c2nc3ccccc3nc2[N-]S(=O)(=O)c2cccs2)c1	-10.8	0.1	1.1	13.3	-12.7	12.7	108.7	-2.5	0.5	0.5
Clc1ccccc1N/N=C/c1ccc2c(c1)OCO2	-7.4	-2.8	0.6	5.3	-7.2	-25.6	117.4	4.8	-8.9	3.6
C#CCOCCOCCOCCNc1nc(N2CCN(C(=O)[C@H]([C@@H](C)CC)n3cc([C@@H](N)CC(C)C)nn3)CC2)nc(N2CCN(C(=O)[C@H](Cc3ccc(O)cc3)n3cc([C@@H](N)C(C)CC)nn3)CC2)n1 (some centres not stated)	-10.1	-8.6	-1.0	-8.8	-3.8	18.3	100.9	-4.0	2.0	3.2
O=C(CSc1nc2ccccc2c(=O)n1Cc1ccccc1)Nc1ccc(Br)cc1C(=O)O	-6.5	-9.9	4.6	-12.4	4.7	19.5	107.4	-3.7	20.8	1.8
O=C(O)c1ccc(NC2=Nc3cccc4cccc2c34)cc1	6.4	11.0	-6.2	18.5	-10.0	-3.7	101.6	0.8	-0.9	4.2
COc1ccccc1NCC(=O)NNC(C)C(=O)Nc1cccc(Cl)c1 (configuration not stated)	0.5	28.2	1.8	15.8	-9.0	15.4	100.8	-3.1	0.8	-1.4
O=C(COC(=O)CSc1ccc(Cl)cc1)NCCc1ccccc1	6.3	43.5	-0.1	-6.5	-11.2	-9.1	96.6	1.4	-8.4	4.5
CCOC(=O)Cn1c(=O)oc2cc(S(=O)(=O)N3CCc4ccccc43)ccc21	6.7	-3.2	3.1	-9.0	0.8	-8.7	104.9	1.5	-7.2	-0.5
CCc1nnc(NC(=O)c2c(C)nn(-c3ccccc3)c2Cl)s1	-6.2	28.4	2.4	-21.0	0.2	-1.7	99.6	0.3	0.7	1.2
CS(=O)(=O)N1CCN(C(=O)c2ccc(Br)s2)CC1	7.8	25.3	-4.5	-15.8	6.5	10.9	106.0	-2.0	0.3	-1.9
O=C(OCc1ccccn1)C1CCN(C(=O)c2ccc(Cl)cc2)CC1	-5.1	-3.7	-3.4	13.9	2.6	2.5	101.3	-0.5	3.0	2.9
CCCC(=O)NNC(=O)CCC(=O)NCc1ccccc1	-5.0	-0.9	-1.5	-28.3	-4.9	1.8	99.6	-0.3	1.5	-3.7
O=C(Cn1nc(CNc2ccc(Cl)cc2)[n+]2c1CCCCC2)c1ccccc1	10.2	3.4	1.1	-2.8	3.1	12.2	111.6	-2.3	2.4	-1.3
COc1cc(CNCc2cc(OC)ccc2OC)cc(OC)c1	6.6	-1.4	4.0	-14.2	-2.0	-14.6	98.4	2.9	-2.1	-3.4
Cc1ccccc1OCC(=O)OCC(=O)NCc1ccccc1	-1.6	45.0	-2.6	9.4	-9.1	7.2	98.0	-1.4	-2.3	0.6
Cc1ccc(NC(=O)c2ccc3snnc3c2)cc1C	-1.9	-18.2	4.4	11.9	-1.8	10.2	97.6	-2.0	0.4	-0.3
O=C(OCC(=O)N1CCC(Cc2ccccc2)CC1)c1cc(Br)ccc1O	-0.3	-7.5	0.1	1.8	-3.4	-17.8	112.9	4.5	-1.9	-1.9
COc1ccc(CCN2C(=O)c3cccnc3C2=O)cc1OC	0.7	-4.3	-0.8	-8.1	4.0	13.7	94.2	-2.4	0.4	0.5
COc1ccc(-c2noc(CCC(=O)NCC3CCCO3)n2)cc1 (configuration not stated)	1.5	29.2	-0.3	-9.8	-11.7	15.0	117.9	-2.9	-3.7	-4.8
COc1ccc(Cl)cc1S(=O)(=O)n1ccnc1	-3.4	8.9	9.2*	-34.1	-10.6	12.3	94.1	-2.6	-1.3	-2.3
CCOC(=O)C1(CCCc2ccccc2)CCN(C(=O)CN2C(=O)CSC2=O)CC1	-7.0	-5.3	0.2	1.2	3.4	-8.6	92.5	1.8	-1.1	-1.6
O=C1CCCC2=C1C(c1ccccc1)C1C(=O)c3ccccc3C1=N2 (configuration not stated)	-3.6	9.3	-1.1	3.9	12.3	9.5	108.1	-1.8	17.4	-0.3
Oc1cccc(C(=S)N2CCC(Cc3ccccc3)CC2)c1	3.1	-11.5	5.5	-15.1	-12.0	-21.7	118.0	4.2	-6.0	3.7
Cc1nn(CCO)c2c1C(=O)CCC2	10.1	-1.0	0.7	-3.2	1.9	6.8	104.5	-1.5	0.0	1.0
Cc1ccccc1C(=O)NNC(=O)C1CCCN(c2ncccn2)C1 (configuration not stated)	8.3	9.1	3.0	-7.8	-24.1	-20.5	109.7	3.3	1.0	-1.6
Cc1ccc2c(cnn2C(=O)CCCC(=O)NCc2ccc(Cl)cc2)c1	8.4	21.3	-6.7	20.4	2.8	6.4	97.3	-1.1	-4.9	4.5
O=c1c(Cl)c(N/N=C/c2ccc(Cl)cc2)cnn1-c1ccccc1	5.0	6.3	1.6	-37.9	3.3	-20.3	99.2	2.8	2.1	.
O=[N+]([O-])c1ccc(CSc2nnc(-c3cccnc3)o2)cc1	4.2	39.2	-1.6	-14.5	8.2	1.1	93.3	-0.2	-0.2	-2.0
C/C(=N\NC(=O)CNc1ccccc1Cl)C(C)(C)C	-14.4	20.0	0.1	-10.8	-8.4	9.2	100.1	-1.8	-8.8	-2.6
CC1CC(C)CN(CCCNC(=O)CN2C(=O)CSc3ccc(S(=O)(=O)N4CCCCC4)cc32)C1 (configuration not stated)	-1.5	1.1	-1.7	9.1	7.3	11.8	90.7	-2.3	0.3	-0.1
O=C(c1ccc(CN2CCc3ccccc3C2)cc1)N1CCc2ccccc2C1	0.1	-9.4	4.2	3.7	0.8	11.5	105.8	-2.8	-3.4	-1.3
CC(=O)Nc1sc(C)c(C)c1C(=O)OCC(=O)Nc1ccc(S(N)(=O)=O)cc1	-4.4	28.3	-2.5	8.9	-1.6	21.4	108.0	-4.1	-0.8	-1.6
O=[N+]([O-])c1cc2c(c(CSc3ncccn3)c1)OCOC2	-3.8	38.0	3.6	-10.0	6.8	10.0	103.1	-2.2	-0.5	-1.1
COc1ccc(-c2cnc3nc(/N=C/N(C)C)nn3c2/N=C/N(C)C)cc1	-8.0	34.5	2.2	-6.0	-11.2	10.4	112.3	-2.1	-1.2	0.3
COCCNC(=O)/C(C#N)=C/c1ccc2c(c1)OCO2	2.6	-2.8	-2.3	6.6	0.3	4.5	99.9	-0.8	-0.8	0.0
Cc1cccc(OCCC(=O)NCC(=O)Nc2cccc(C)c2C)c1	-8.2	-7.0	0.5	-4.4	-15.9	5.5	113.1	-1.1	-0.1	0.4
CCOc1ccc(NC(=O)c2cc(F)c(F)cc2Cl)cc1OCC	9.8	-0.2	-0.7	2.0	-3.2	2.6	92.7	-0.6	-0.9	2.6
CCN1CCN(C(c2ccccc2)c2sc3nc(C)nn3c2O)CC1 (configuration not stated)	-0.2	-5.3	-0.8	-8.2	1.4	-0.1	86.6	0.0	0.2	-1.8
COc1ccc(S(=O)(=O)N2CCCCCC2)cc1Br	-5.5	24.5	-3.1	14.3	-9.1	5.5	99.9	-1.1	-5.2	-0.7
Cc1ccc2cc(CCNC(=O)c3ccc(S(=O)(=O)N4CCOCC4)cc3)c(=O)[nH]c2c1	4.9	-12.8	0.5	-1.8	4.3	3.6	111.1	-0.6	1.8	-0.8
O=C(Cn1ccc2cc(S(=O)(=O)N3CCCC3)ccc21)NCc1ccccc1	2.1	-7.4	-0.4	1.6	0.1	19.0	104.3	-3.7	2.3	6.2
Nc1nnnn1-c1cccc([N+](=O)[O-])c1	-9.7	5.9	-3.1	11.9	-6.3	3.8	111.9	-0.7	-1.0	2.0
O=C(NCCCN1CCOCC1)c1cc2c(s1)-c1ccccc1OC2	-8.2	39.1	-3.2	10.4	-11.4	14.4	.	-2.8	-2.6	0.4
Cc1ccc(S(=O)(=O)CC(=O)Nc2ccc(Cl)cn2)cc1	3.3	-9.6	3.4	-8.6	-14.2	-0.9	103.7	0.2	-0.1	2.2
O=C(Nc1ccc(O)c(-c2nc3ccccc3o2)c1)C1(c2ccc(Cl)cc2)CCCC1	-1.3	-0.9	-0.6	10.7	-5.0	-7.2	.	1.4	-15.5	-2.2
CCNc1oc(/C=C/c2ccc(OCC)cc2)nc1C#N	-11.7	37.6	0.0	0.1	-1.4	-2.9	106.1	0.6	-4.8	3.8
CC(C(=O)N1CCCC1)N1CCN(c2ccccc2O)CC1 (configuration not stated)	-0.3	-16.9	1.9	-13.1	2.4	-6.3	.	1.4	-0.1	-2.2
COc1ccc(S(=O)(=O)NCCN2CCOCC2)cc1Br	1.9	5.6	0.9	-3.5	-2.7	15.8	106.3	-3.4	-0.6	-1.1
Cn1c(SCc2ccccn2)nnc1-c1cnccn1	0.4	-10.5	1.4	-9.7	7.1	2.6	98.7	-0.5	-7.3	-5.7
CN1CCN(CCCCC(=O)c2ccccc2)CC1	-8.4	16.5	-1.2	10.1	2.5	5.3	94.7	-1.1	-0.4	0.0

Quoted at random: 6 compounds from above.
SMILES	PKA-R2B act	Arrestin-AP2 inh	HTR5A ag ctr	HTR5A inv ag	PKA-R1A activ	OPRM1-OPRD1 inv	DSG3 Ab inh	OPRM1-OPRD1 ag	DAGLB inhibitor	V-ATPase pH
Cc1ccc(S(=O)(=O)CC(=O)Nc2ccc(Cl)cn2)cc1	3.3	-9.6	3.4	-8.6	-14.2	-0.9	103.7	0.2	-0.1	2.2
CCNc1oc(/C=C/c2ccc(OCC)cc2)nc1C#N	-11.7	37.6	0.0	0.1	-1.4	-2.9	106.1	0.6	-4.8	3.8
CC(C(=O)N1CCCC1)N1CCN(c2ccccc2O)CC1 (configuration not stated)	-0.3	-16.9	1.9	-13.1	2.4	-6.3	.	1.4	-0.1	-2.2
CN1CCN(CCCCC(=O)c2ccccc2)CC1	-8.4	16.5	-1.2	10.1	2.5	5.3	94.7	-1.1	-0.4	0.0
O=C(Nc1ccc(O)c(-c2nc3ccccc3o2)c1)C1(c2ccc(Cl)cc2)CCCC1	-1.3	-0.9	-0.6	10.7	-5.0	-7.2	.	1.4	-15.5	-2.2
Cn1c(SCc2ccccn2)nnc1-c1cnccn1	0.4	-10.5	1.4	-9.7	7.1	2.6	98.7	-0.5	-7.3	-5.7

Screens: PubChem, several laboratories

An unsorted share of the library. About 2.4% of those tested had a hit in this group.
